From PubChem BioAssay
OXTR ag: human OXTR agonism. activation, % at 3 µM. AID 2435. 0.32% of 320,000 active. CHO-OTR cells, Fluo-8 calcium fluorescence; normalized: DMSO 0%, oxytocin 100%. P30559;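 active means activation above the mean of all tested compounds plus 3 SD, cutoff set per screening run, cut at about 20% in these data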;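 further: peak over basal fluorescence ratio from a 100 s FLIPR kinetic read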
MEKK2mut PB1 HTS: signal of MEK5 binding to mutant human MEKK2 PB1 domain | AID 1530 | 0.35% of 290,000 active | bead flow cytometry, Alexa488-MEK5 binding to MEKK2 mutant | percent response, % at 10 µM; in the data active means percent response above about 24%, passing the limit was not always enough; further: inactives centre near 1; some results filed as inactive read as strong as hits; reference of the scale not given here
FID counter: counter-screen for HCV NS3 helicase inhibitors: DNA intercalator displacement; DNA fluorescent intercalator displacement, fluorescence; inhibition, % at 7.9 µM; 0.17% of 290,000 active; AID 1845; in the data active means inhibition above about 37%;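 further: 0% = vehicle and 100% = reference compound; higher means more ethidium bromide displaced from hairpin DNA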
PfM18AAP inh: PfM18AAP enzyme inhibition; recombinant PfM18AAP, H-Glu-NHMec fluorogenic cleavage; inhibition, % at 7.35 µM; 1.2% of 290,000 active; AID 1822;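 active means inhibition above the campaign mean inhibition over all tested compounds plus 3 SD, cut at about 28% in these data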;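 further: 0% = plate median of test compound wells and 100% = 2 mM ZnCl2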
MEKK3 PB1 HTS: modulators (inhibitors or enhancers) of MEK5 binding to human MEKK3 PB1 domain. bead-based flow cytometry, Alexa488-MEK5 binding to MEKK3; actives lie on both sides; 0 = blocked by unlabeled MEK5, 100 = vehicle. Q99759. 1.4% of 290,000 active. binding response (% of control), % at 10 µM;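 active means binding response more than 3 SD above or below the average of its plate-row segment, actives on both sides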;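 further: Alexa488 bead fluorescence after subtracting the streptavidin-only scavenger bead signal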
Target sequence (Q99759 whole entry, looked up, the tested form may be a part): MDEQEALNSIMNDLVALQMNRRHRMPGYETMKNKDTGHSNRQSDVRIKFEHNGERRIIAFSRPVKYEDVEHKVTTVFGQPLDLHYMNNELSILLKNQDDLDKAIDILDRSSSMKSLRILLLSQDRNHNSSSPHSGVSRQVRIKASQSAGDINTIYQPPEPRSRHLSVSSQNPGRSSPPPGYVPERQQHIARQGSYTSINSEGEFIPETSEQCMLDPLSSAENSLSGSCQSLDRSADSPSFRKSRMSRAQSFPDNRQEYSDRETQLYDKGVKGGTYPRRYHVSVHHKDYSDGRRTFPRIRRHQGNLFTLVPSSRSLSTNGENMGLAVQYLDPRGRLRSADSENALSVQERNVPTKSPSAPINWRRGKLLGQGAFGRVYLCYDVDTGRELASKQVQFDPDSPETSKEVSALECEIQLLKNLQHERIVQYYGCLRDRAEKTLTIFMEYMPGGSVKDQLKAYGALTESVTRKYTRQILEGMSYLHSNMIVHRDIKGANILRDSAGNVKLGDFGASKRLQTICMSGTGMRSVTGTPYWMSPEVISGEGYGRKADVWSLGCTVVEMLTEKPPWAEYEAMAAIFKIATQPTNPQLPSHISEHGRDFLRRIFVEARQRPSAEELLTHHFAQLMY
NALP1 yeast inh: blocks the NALP1 inflammasome reconstituted in yeast; S. cerevisiae NALP1/ASC/caspase-1 growth, X-gal OD620, 72 h; inhibition, % at 10 µM; 0.61% of 280,000 active; AID 2071; in the data active means inhibition mostly above about 24%, no sharp cut-off; inactive means mostly below about 32%; further: some compounds called inactive have numbers as strong as hits
MEKK2wt PB1 HTS: raises or lowers MEK5 binding to wildtype human MEKK2 PB1 domain | Q9Y2U5 | bead flow cytometry, Alexa488-MEK5 binding to MEKK2 WT; actives lie on both sides | binding response (% of control), % at 10 µM | 1.1% of 290,000 active | AID 1531; in the data active means binding response below about 67% or above about 130%
GPR7 antagonist: blocks human GPR7 receptor signaling; P48145; GPR7-expressing cells, fluorescence antagonist assay; inhibition, % at 4.4 µM; 1.1% of 290,000 active; AID 1861; in the data active means inhibition above about 16%, passing the limit was not always enough;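 further: cells stimulated with the agonist NPW; 0% = agonist with vehicle and 100% = vehicle without agonist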
PHOSPHO1 inh: blocks human PHOSPHO1 phosphatase activity | Q8TCT1 | recombinant PHOSPHO1, absorbance phosphatase assay | inhibition, % at 13.3 µM | 1.1% of 290,000 active | AID 1565; in the data active means inhibition above about 60%
Target sequence (Q8TCT1 whole entry, looked up): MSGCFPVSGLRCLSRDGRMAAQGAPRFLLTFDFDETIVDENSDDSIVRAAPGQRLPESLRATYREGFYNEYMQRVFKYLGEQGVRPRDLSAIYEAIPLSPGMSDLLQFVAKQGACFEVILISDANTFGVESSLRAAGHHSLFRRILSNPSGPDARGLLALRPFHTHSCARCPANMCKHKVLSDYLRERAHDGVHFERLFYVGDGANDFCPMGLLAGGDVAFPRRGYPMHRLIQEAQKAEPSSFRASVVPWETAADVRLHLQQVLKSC
* hit, by the source's call; nt = not tested or not shown.

SMILES	OXTR ag	MEKK2mut PB1 HTS	FID counter	PfM18AAP inh	MEKK3 PB1 HTS	NALP1 yeast inh	MEKK2wt PB1 HTS	GPR7 antagonist	PHOSPHO1 inh
O=C(CCC(=O)N1CCc2ccccc2C1)N1CCN(S(=O)(=O)c2ccccc2)CC1	0.3	-1	-29	4	103	3	101	-15	22
O=C(NCC1CCCO1)/C(=C/c1ccccc1)NC(=O)c1ccccc1 (stereo unspecified)	-0.7	2	-4	-3	103	-5	101	-11	-39
Cc1ccc(NC(=O)CSC2=C(C#N)C(c3ccc4c(c3)OCO4)C3=C(CCCC3=O)N2)c(C)c1 (stereo unspecified)	0.6	-8	-6	24	92	6	91	-8	72*
O=C(CCN1CCOCC1)N1CCCC(Nc2cccc(F)c2)C1 (stereo unspecified)	-0.9	2	-6	2	99	-11	101	-25	48
Cc1cc(-n2c(C)cc(C(=O)COc3ccc4ccc(=O)oc4c3)c2C)no1	4.2	-2	-11	5	95	11	91	5	54
CCOC(=O)N1CCC(Nc2nc3ccccc3nc2NS(=O)(=O)c2ccc(Cl)cc2)CC1	0.0	2	-11	-17	98	-8	89	-19	-5
COc1cccc(N2CCN(S(=O)(=O)c3cn(C)cn3)CC2)c1	0.3	0	-11	-19	102	24	101	6	28
COc1ccccc1/C=N/OCC(=O)NCc1ccc2c(c1)OCO2	-1.6	7	-10	-6	102	28	108	11	1
COCCCNC(=O)/C=C/c1ccc(Cl)cc1Cl	-2.0	0	-8	0	107	-2	107	3	-14
O=C(N/N=C/c1ccc2c(c1)OCO2)c1sc2cc(Cl)ccc2c1Cl	-0.3	7	-1	0	97	17	106	0	-7
O=c1[nH]c(C2CCN(S(=O)(=O)c3ccc(C(F)(F)F)cc3)CC2)nc2c1nnn2Cc1ccc(F)cc1	-0.6	-1	-32	3	101	5	90	-16	45
O=C(NCc1ccccn1)c1n[nH]c(=O)c2ccccc12	-0.8	6	3	1	104	34	102	-8	8

Next part, starting with the last five of the part before.
SMILES	OXTR ag	MEKK2mut PB1 HTS	FID counter	PfM18AAP inh	MEKK3 PB1 HTS	NALP1 yeast inh	MEKK2wt PB1 HTS	GPR7 antagonist	PHOSPHO1 inh
COc1ccccc1/C=N/OCC(=O)NCc1ccc2c(c1)OCO2	-1.6	7	-10	-6	102	28	108	11	1
COCCCNC(=O)/C=C/c1ccc(Cl)cc1Cl	-2.0	0	-8	0	107	-2	107	3	-14
O=C(N/N=C/c1ccc2c(c1)OCO2)c1sc2cc(Cl)ccc2c1Cl	-0.3	7	-1	0	97	17	106	0	-7
O=c1[nH]c(C2CCN(S(=O)(=O)c3ccc(C(F)(F)F)cc3)CC2)nc2c1nnn2Cc1ccc(F)cc1	-0.6	-1	-32	3	101	5	90	-16	45
O=C(NCc1ccccn1)c1n[nH]c(=O)c2ccccc12	-0.8	6	3	1	104	34	102	-8	8
Cc1nnc(NC(=O)CSc2nnc(Cc3ccccc3)n2Cc2ccccc2)s1	-0.5	-1	-27	3	101	nt	98	-3	40
COC(c1ccccc1)c1nnc(CCC(=O)N(C)CCOc2ccccc2)o1 (stereo unspecified)	0.2	0	-41	0	102	2	99	-1	-11
CCOC(=O)C(NCc1ccc(F)cc1)(NC(=O)c1ccccc1)C(F)(F)F (stereo unspecified)	-2.4	1	-4	-5	106	-33	106	-14	-21
N#CC1(c2ccccc2)CCC(NCCc2ccccc2)CC1 (stereo unspecified)	2.2	2	22	0	100	22	105	40*	18
O=C(Oc1cccc2c(OC(=O)N3CCOCC3)cccc12)N1CCOCC1	2.1	1	-14	6	102	11	100	-17	9
CN(Cc1ccccn1)Cc1nc(COc2ccccc2)no1	0.1	-5	-7	-2	111	6	100	-7	44
CCNC(=S)NNC(=O)c1ccccn1	1.3	3	-6	11	110	24	106	-5	-1
CC1CCN(C(=O)Cn2c(=O)n(Cc3ccc4c(c3)OCO4)c(=O)c3ccccc32)CC1	-1.9	-4	-29	-1	99	1	94	-2	-14
CSC1=NCCN1C(=O)c1ccc(S(=O)(=O)N2CCCCC2)cc1	1.8	4	-4	2	104	39	108	5	22
CC(=O)c1c(C)[nH]c(C(=O)OC2CCOC2=O)c1C (stereo unspecified)	2.9	0	2	-8	94	4	97	-5	10
O=C(N/N=C/c1cccc(F)c1)c1c(O)c2c([nH]c1=O)CCCC2	1.0	-2	-3	1	96	17	93	8	4
COc1ccc(NC(=O)CO/N=C(\C)c2cccs2)cc1	-0.4	0	-19	-1	102	10	100	5	16
CSCC[C@H](NC(=O)OC(C)(C)C)c1nnc(SCC=C(C)C)o1	-1.8	-5	-35	-4	96	8	94	-10	39
CCN(C(=O)C1CCCN(c2ncnc3c2nc2n3CCCCC2)C1)c1cccc(Cl)c1 (stereo unspecified)	1.6	-2	-83	4	99	15	102	-11	4
O=C(O)c1ccc(C2NCC(c3ccccc3Cl)c3c2[nH]c2ccccc32)cc1 (stereo unspecified)	-1.4	8	-26	-6	105	-50	105	-9	38
CCOC(=O)c1cc(-c2ccc(OC)cc2)nc2c1c(C)nn2CCC#N	-0.7	-11	-19	4	100	48	100	19*	3
C#C[C@]1(O)CC[C@H]2[C@@H]3CCC4=Cc5oncc5C[C@]4(C)[C@H]3CC[C@@]21C	1.7	4	nt	nt	107	nt	105	nt	nt
O=C(/C=C/c1ccc(Br)cc1)NC(=S)NNC(=O)c1ccco1	5.5	4	-10	19	83	8	102	-7	29
Cc1cc2ncn(S(=O)(=O)c3ccc(S(=O)(=O)N4CCCCCC4)cc3)c2cc1C	0.8	3	-2	-5	105	nt	103	-7	nt
Cn1c2ccccc2c2ncn(CCN3CCOCC3)c(=O)c21	0.7	1	-8	-6	101	29	100	-14	-8
CCOC(=O)CSc1nnc(CNC(=O)c2cccc(C)c2)n1-c1ccccc1OC	-0.5	nt	-25	10	nt	10	nt	-7	9
COc1cc(C(=O)NC(=S)Nc2ccc(Cl)c(C(=O)O)c2)cc(OC)c1OC	0.6	4	-30	17	100	14	101	-12	26
CCOc1ccc(OCC)c(NC(=O)C2CCCN(S(=O)(=O)c3ccc(C)cc3)C2)c1 (stereo unspecified)	-1.6	0	-52	1	101	19	99	-20	18
Cc1csc(NC(=O)CSc2nncc(=O)n2N)n1	-0.1	-1	-8	22	104	15	108	-4	-102

6 entries from above, in CSV form:
mol,OXTR ag,MEKK2mut PB1 HTS,FID counter,PfM18AAP inh,MEKK3 PB1 HTS,NALP1 yeast inh,MEKK2wt PB1 HTS,GPR7 antagonist,PHOSPHO1 inh
COc1cc(C(=O)NC(=S)Nc2ccc(Cl)c(C(=O)O)c2)cc(OC)c1OC,0.6,4,-30,17,100,14,101,-12,26
CCOC(=O)CSc1nnc(CNC(=O)c2cccc(C)c2)n1-c1ccccc1OC,-0.5,nt,-25,10,nt,10,nt,-7,9
O=C(O)c1ccc(C2NCC(c3ccccc3Cl)c3c2[nH]c2ccccc32)cc1 (stereo unspecified),-1.4,8,-26,-6,105,-50,105,-9,38
CCN(C(=O)C1CCCN(c2ncnc3c2nc2n3CCCCC2)C1)c1cccc(Cl)c1 (stereo unspecified),1.6,-2,-83,4,99,15,102,-11,4
Cc1csc(NC(=O)CSc2nncc(=O)n2N)n1,-0.1,-1,-8,22,104,15,108,-4,-102
C#C[C@]1(O)CC[C@H]2[C@@H]3CCC4=Cc5oncc5C[C@]4(C)[C@H]3CC[C@@]21C,1.7,4,nt,nt,107,nt,105,nt,nt

Continuation.
SMILES	OXTR ag	MEKK2mut PB1 HTS	FID counter	PfM18AAP inh	MEKK3 PB1 HTS	NALP1 yeast inh	MEKK2wt PB1 HTS	GPR7 antagonist	PHOSPHO1 inh
CCCN1CCN(C(=O)C2CCN(S(=O)(=O)c3ccc4c(c3)oc(=O)n4C)CC2)CC1	nt	8	7	-4	100	0	101	-13	-2
COc1ccc2c(c1)c(=O)oc1c(C)c(OCC(=O)N3CCc4ccccc4C3)ccc12	0.1	nt	-1	-7	nt	12	nt	7	-10
COc1cccc(CC(=O)NNC(=O)c2ccc3c(c2)OCO3)c1	0.2	6	-5	-2	100	-6	105	-6	48
CC(=O)N1Cc2ccccc2C(C)CC12CCCCC2 (stereo unspecified)	-2.0	0	-10	-2	119	24	105	-6	-18
CC(CCCC(C)(C)O)CC1C2=C(CCCC2=O)OC2=C1C(=O)CCC2 (stereo unspecified)	-0.6	-2	-40	5	81	-2	89	-1	5
CN(CCCCCC(=O)/C=N/O)Cc1ccccc1	-0.2	18	-3	-5	101	27	123	-10	-11
Cn1c(SCC(=O)Nc2sc3c(c2C#N)CCC3)nnc1C1COc2ccccc2O1 (stereo unspecified)	-0.6	-4	-28	9	99	4	95	-9	44
CC(C)N=C1NN=C(c2cccs2)CS1	-1.3	-12	-4	-6	96	11	83	3	-13
Cc1onc(-c2ccccc2)c1C(=O)N=C(N)c1ccc(C(F)(F)F)cc1	-1.7	-1	-5	-6	103	2	101	1	8
Nc1nc(Cl)cc(Oc2ccccc2F)n1	0.8	5	-6	0	105	nt	101	-14	18
CCc1ccc(NC(=O)[C@H](C)NC(=O)C2CCN(C(=O)[C@@H](N)CC(C)C)CC2)cc1	-0.3	2	-1	-5	100	9	104	-10	32
O=C(CCc1nc2ccccc2c(=O)[nH]1)N1CCN(S(=O)(=O)c2cccc(F)c2)CC1	-1.0	9	-21	-2	105	2	109	8	nt
Cc1ccc(S(=O)(=O)N(CC(=O)NCc2ccco2)Cc2ccc(F)cc2)cc1	-2.1	-4	-32	4	96	17	98	3	18
c1ccc(N2CCN(c3ncnc4scc(-c5cccs5)c34)CC2)cc1	-0.1	-8	-3	-12	96	nt	91	-5	-4
CCOC(=O)CC1C(=O)NCCN1C(=O)COc1ccc(Br)cc1C (stereo unspecified)	-0.7	5	-13	-3	105	29	108	0	-7
O=C(CCCOc1ccc(Cl)cc1Cl)NCCc1nnc2ccccn12	-0.4	-7	-31	3	93	10	92	-2	45
COC(CNS(=O)(=O)c1ccc(S(=O)(=O)NC2CC2)cc1)OC	nt	6	-2	0	104	9	105	-13	25
COc1cccc(N(CC(=O)N2CCN(c3ccccc3OC)CC2)S(C)(=O)=O)c1	1.2	-5	-30	4	101	10	97	-13	-10
CC(=O)Oc1ccc(/C=N/NC(=O)C2CCCN2S(=O)(=O)c2ccc(Cl)cc2)cc1 (stereo unspecified)	3.3	-1	-26	-10	95	29	95	13	73*
COc1cc(C(=O)N2CCN(C(=O)c3ccco3)CC2)cc(OC)c1OC	0.3	2	-5	-7	101	15	101	-8	-25
Cc1c(NC(=O)c2ccco2)cccc1-c1nc2cccnc2s1	9.9	10	-15	9	107	nt	102	5	8
